Assay outcomes from PubChem BioAssay.
OX1R antag-1: blocks the human orexin 1 receptor; AID 434989; CHO/OX1R cells, Fluo-8 calcium fluorescence, orexin A; O43613; inhibition, % at 5 µM; 0.43% of 330,000 active;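 active = inhibition above its plate's threshold, mean inhibition of all tested compounds on the plate plus 3 SD, cut at about 37% in these data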;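 also: 0% = orexin A challenge wells and 100% = SB-334867-A antagonist wells; not every result past the cut was called active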
Target sequence (O43613 whole entry, looked up): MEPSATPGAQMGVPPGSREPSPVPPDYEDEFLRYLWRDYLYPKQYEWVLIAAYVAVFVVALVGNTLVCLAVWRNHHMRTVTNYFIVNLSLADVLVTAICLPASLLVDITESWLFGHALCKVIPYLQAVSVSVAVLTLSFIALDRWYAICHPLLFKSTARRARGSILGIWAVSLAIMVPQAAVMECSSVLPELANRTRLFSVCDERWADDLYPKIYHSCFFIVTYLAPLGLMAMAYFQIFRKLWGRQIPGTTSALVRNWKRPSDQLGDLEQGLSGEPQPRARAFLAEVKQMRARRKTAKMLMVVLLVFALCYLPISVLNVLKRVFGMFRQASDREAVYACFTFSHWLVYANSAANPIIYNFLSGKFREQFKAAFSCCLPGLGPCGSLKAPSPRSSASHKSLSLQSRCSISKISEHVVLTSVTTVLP
OX1R antag-2: antagonists of human orexin 1 receptor (OX1R); OX1R-expressing cells, FRET antagonist read-out; inhibition, % at 6.6 µM; 1.8% of 330,000 active; AID 485270; in the data active = inhibition mostly above about 38%, no sharp cut-off; inactive = mostly below about 40%;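 also: 0% = agonist challenge alone and 100% = reference antagonist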
Numbers without * were called inactive.

structure	OX1R antag-1	OX1R antag-2
C=CCOC(=O)C1=C[C@H](c2ccc(C(F)(F)F)cc2)C[C@H](OCCCCO)O1	-28	24
Cc1ccc(N(Cc2cc3ccc(C)cc3[nH]c2=O)S(=O)(=O)c2ccccc2)cc1	-35	0
CCc1nn(CCCC(=O)NC(C)c2ccccc2)c(=O)c2cc3occc3n12 (configuration not stated)	-32	8
COc1cc(C(=O)N2C[C@@H]3CCC[C@H]2C3)ccc1OC1CCN(C(C)=O)CC1	-8	-8
Cc1ccc(OCCNC(=O)Cc2ccc(S(=O)(=O)N3CCOCC3)s2)cc1	-6	14
CC1Cc2ccccc2N1C(=S)NC1CCCC1 (configuration not stated)	-20	14
Cc1ccc(-c2nnc(SCC(=O)NCCN3C(=O)CSC3=O)n2C)cc1	16	5
Cc1cc(NC(=O)CSc2ccc3nnc(-c4ccccn4)n3n2)no1	-21	14
COc1ccc(N2C(=O)CCC(C(=O)NCc3ccccn3)C2c2ccc(OC)c(OC)c2)cc1 (configuration not stated)	-26	17
Cc1sc(-c2ccccn2)nc1OC(=O)c1ccc(Cl)cc1	-26	6
CCc1cccc2c(C(=O)C(F)(F)F)cn(CC(=O)NCC3CCCO3)c12 (configuration not stated)	-14	9
CN(CC(=O)NCCN1CCOCC1)S(=O)(=O)c1ccc(Cl)cc1	-2	9
Cc1ccc(O)c(C=Nc2cc(C)ccc2O)c1	-3	10
CC(=O)NCCc1c[nH]c2ccc(OCC(O)CNC(C)(C)C)cc12 (configuration not stated)	-15	-2
CCC(C)NS(=O)(=O)c1ccc(OCC(=O)NCc2ccccn2)cc1 (configuration not stated)	-19	10
Cc1cc(C(=O)OCC(=O)N2C(C)CCCC2C)c(C)o1 (configuration not stated)	-18	30
Cc1nnc2n1NC(c1ccc(Cl)cc1)C(C(=O)N(C)C1CCCCC1)S2 (configuration not stated)	-19	-4
Cc1ccc(NC(=S)N(CCCN2CCCC2)Cc2cccn2Cc2ccc(Cl)cc2)cc1	-12	5
O=C(CSc1ncn[nH]1)Nc1ccc(Br)cc1F	-9	16
Cc1cccc(N2CCN(C(=O)CCCn3c(=O)[nH]c4ccsc4c3=O)CC2C)c1 (configuration not stated)	-23	11
O=C(CN1C(=O)COc2ccccc21)N1CCc2ccccc21	-19	19
CSc1cc(-c2ccncc2)nc(-c2ccc(Cl)cc2)c1	-39	-6
O=C(Cc1ccccc1)N1CCc2[nH]nc(-c3ccccc3)c2C1	-19	16
CCOC(=O)Nc1sc2nc(C)cc(C)c2c1-n1cccc1	-17	19
CCS(=O)(=O)N1N=C(c2cccc(NS(C)(=O)=O)c2)CC1c1cccs1 (configuration not stated)	-19	12
COc1ccc(CN2CCCC(C(=O)Nc3cccc(-n4cccn4)c3)C2)c(F)c1 (configuration not stated)	-33	4
O=C1Nc2ccccc2N(O)N1c1cc(-c2cccc(Cl)c2)no1	-11	3
O=C(N/C(=C\c1cccc(Br)c1)C(=O)N1CCCCC1)c1ccco1	-13	22
Cc1noc(C)c1-c1nc(CS(=O)(=O)c2ccc(F)cc2)no1	-5	2
Cc1nc(C(=O)N2CCCC(N3CCN(c4ccccc4C)CC3)C2)cs1 (configuration not stated)	-27	18
COc1ccc(S(=O)(=O)N2CCN(C(=O)c3cccs3)CC2)cc1OC	-11	16
O=C(CC(=O)Nc1ccccc1C(=O)O)NNC(=O)Cc1ccccc1	-9	15
O=C(COC(=O)CC1CCS(=O)(=O)C1)Nc1ccc(F)cc1 (configuration not stated)	6	1
Cc1ccnc(NC(=O)CCC(=O)c2cc(C)sc2C)c1	-29	21
COc1ccc(-c2cc3ccccc3n2CC(O)Cn2nc(C)cc2C)cc1 (configuration not stated)	-31	5
CCC(C)(C)NC(=O)c1cc([N+](=O)[O-])ccc1N1CCOCC1	-7	26
Cc1ccc(Oc2nc(-c3ccccc3)ncc2S(C)(=O)=O)cc1	-13	1
COc1ccc(SCCCn2c(=O)c3c(ncn3C)n(C)c2=O)cc1	-7	26
CN(C)/C=C1\Oc2ccc3ccccc3c2C1=O	-1	40
COCCC(=O)N1CCCC(CNS(=O)(=O)c2ccc(OC)cc2)C1 (configuration not stated)	-15	10
N#Cc1ccccc1-n1c(N)c(C(=O)N2CCCC2)sc1=S	-36	4
O=C(NC(=S)NCC1CCCO1)c1ccccc1[N+](=O)[O-] (configuration not stated)	-11	6
CCOc1ccc(CCNC(=O)COC(=O)Cc2ccc(F)cc2)cc1OCC	-18	22
CCOC(=O)C1(CC2CCCCO2)CCN(Cc2c(C)cc(C)cc2-n2cccn2)CC1 (configuration not stated)	-34	11
Cc1ccc(-c2cc(C(=O)O)n(-c3ccc(S(N)(=O)=O)cc3)n2)cc1	2	-3
O=S(=O)(/N=C(/c1ccccc1)N1CCOCC1)c1ccc(F)cc1F	2	4
CCc1ccccc1NC(=S)N(CCCN(C)C)Cc1cc2cc3c(cc2[nH]c1=O)OCO3	-12	20
CCc1ccc(C(=O)c2cc3ccc(O)cc3oc2=O)cc1	-7	-4
CN(CCCN1CCOCC1)C(=O)c1cc(COc2ccc(F)cc2F)on1	-4	4
O=C(CNC(=O)c1ccccc1F)OCC(=O)N1CCCCC1	-3	8
COc1cc([N+](=O)[O-])cc(/C=N/NC(=O)c2cc(C)nc3ccccc23)c1O	-23	15
COc1ccc(NC2=Nc3cccc4cccc2c34)cc1	0	21
COc1cc2[nH]c(=S)n(Cc3cccs3)c(=O)c2cc1OC	-14	6
C[C@@]12C(=O)N(c3cccc(Br)c3)C(=O)N1[C@H](c1ccc(Cl)cc1)[C@@H]1C(=O)N(C3CCCCC3)C(=O)[C@@H]12	-28	8
O=C1c2ccccc2-c2c1cccc2C(=O)N1CCCCC1	-17	24
COc1ccc(N2CCN(C(=O)COc3ccc(S(=O)(=O)N4CCOCC4)cc3C)CC2)cc1	-17	22

Going on with the list.
structure	OX1R antag-1	OX1R antag-2
CC(C)NS(=O)(=O)c1ccc(OCC(=O)NCc2ccccc2)cc1	-4	9
Cc1c(C=O)c2ccccn2c1C(=O)c1cccs1	-11	33
CCOC(=O)c1sc(Nc2ccc(Br)cc2)nc1C	-30	40
O=C(CN1C(=O)c2ccccc2C1=O)OCC(=O)N1CCc2ccccc2C1	-23	-4
CN(C)c1ccc(/C=[N+](\[O-])C2SC(=S)N(C)C2(C)C)cc1 (configuration not stated)	8	15
O=C(N=C1SC2CS(=O)(=O)CC2N1c1ccccc1F)C1CCCCC1 (configuration not stated)	0	15
Cc1c(C)n(Cc2ccccc2)c2ccc(C(=O)OCCCN(C)C)cc12	1	12
CC1CCN(C(=O)CN2C(=O)C(=O)N(C(C)C)C2=O)c2ccccc2S1 (configuration not stated)	-35	3
O=C(NCc1c(Cl)cccc1Oc1ccccc1)c1ccccc1	-25	23
CC(=O)NC/C(C)=N\Nc1ccc([N+](=O)[O-])cc1	8	17
CC(=O)Nc1cccc(-c2csc(NCc3ccco3)n2)c1	-22	10
O=C(CSc1nnc(COc2ccccc2)o1)N1CCCCC1	-13	8
CCOc1ccc(/C=N/Nc2cc(N3CCOCC3)nc(C)n2)c(O)c1	-38	19
COC(=O)C1CCN(c2cc(=O)n(-c3ccc(OC)cc3)c(=O)[nH]2)CC1	-7	5
CCC1=Nc2cc(C(=O)N3CCCCC3)ccc2Sc2ccc(C)cc21	-45	-7
CC(=O)Nc1ccc(S(=O)(=O)N(C)c2ccc(OCCOc3cccc(C)c3)cc2)cc1	4	5
O=C(Nc1ccc(Br)cc1F)c1ccc2c(c1)OCCO2	-12	41
CCOc1ccccc1N1CCN(Cc2cccc(OC)c2OC)CC1	-41	8
O=C(NC(=S)N1CCCCCC1)c1cccc([N+](=O)[O-])c1	7	9
Cc1ccc(-c2cnc(-c3ccccc3C(=O)O)o2)cc1	-5	11
Cc1ccc(-c2csc(NCCn3c(C)nc4cc(C(F)(F)F)ccc43)n2)cc1	-32	1
O=C(OCC(=O)N1CCCC1=O)c1cc2ccccc2o1	-9	5
OCc1ccc(-c2nn(Cc3ccccc3)c3ccccc23)o1	-9	11
Nc1cc2ccncc2c2ccccc12	-5	9
Cc1ccc(Cn2nnc3c(=O)[nH]c(C4CCN(S(=O)(=O)c5cc(C)ccc5C)CC4)nc32)cc1	-31	-8
O=C(c1cccs1)c1coc2ccc(O)cc12	-20	5
CC(Oc1cccc(Cl)c1)C(=O)Nc1ccc(S(=O)(=O)N(C)C2CCN(C)CC2)cc1 (configuration not stated)	10	1
Brc1ccc(-c2ccc(C3Nc4cccc5cccc(c45)N3)o2)cc1	-5	2
Cc1onc(-c2c(F)cccc2Cl)c1C(=O)Nc1ccccc1N1CCOCC1	-24	7
Cc1noc(C)c1COC(=O)C1CCN(S(=O)(=O)c2c(Cl)cccc2Cl)CC1	-37	20
O=[N+]([O-])c1ccc(CSc2ncnc3ccccc23)cc1	-27	19
CC[C@H](C)[C@@H](C(=O)NCCCCCCCCCCC(=O)N1CCN(C(=O)OC(C)(C)C)CC1)n1cc(CCCCN=C(NC(=O)OC(C)(C)C)NC(=O)OC(C)(C)C)nn1	-9	27

Full records, looked up by structure. Screens in order: OX1R antag-1, OX1R antag-2
COc1ccc(CN2CCCC(C(=O)Nc3cccc(-n4cccn4)c3)C2)c(F)c1 (configuration not stated) is entered as -33, 4
COCCC(=O)N1CCCC(CNS(=O)(=O)c2ccc(OC)cc2)C1 (configuration not stated) is entered as -15, 10

(next part)
structure	OX1R antag-1	OX1R antag-2
NNc1ncnc2sc3c(c12)CCC3	-24	9
O=C(NC1CC1)c1ccc(-c2nc3ccccc3s2)s1	21	113*
CCCCOc1ccc(NC(=O)C2CC=CCC2C(=O)O)cc1 (configuration not stated)	0	10
CC(CCc1ccccc1)NC(=O)CSc1nnnn1C (configuration not stated)	-26	12
CCC1C(=O)N=C(SCC(=O)Nc2ccccc2)NC1=O (configuration not stated)	-6	14
Cc1ccc(O)c(-c2cc(C(=O)Nc3ccc(S(=O)(=O)N4CC(C)OC(C)C4)cc3)[nH]n2)c1 (configuration not stated)	7	19
Cc1nc(CS(=O)(=O)c2ccccn2)sc1C(=O)NNC(=O)c1ccc(Cl)cc1	-18	4
CN(C)CC/C=C1\c2cc(Cl)ccc2Sc2cc(F)c(F)cc21	-14	6
CC(OC(=O)/C=C/c1ccccc1)C(=O)Nc1ccc(C(N)=O)cc1 (configuration not stated)	1	9
Cc1ccc(S(=O)(=O)c2nc(-c3ccco3)oc2SCC(=O)NCC2CCCO2)cc1 (configuration not stated)	-11	7
O=C(COc1ccc(/C=N/NC(=O)c2cc3ccccc3o2)cc1Br)Nc1ccccc1	-24	31
CN(c1ccccc1)S(=O)(=O)c1ccc(Cl)c(C(=O)OCC(N)=O)c1	-9	8
CN1CCN(C(=O)c2ccccc2N(Cc2ccccc2)S(=O)(=O)c2ccccc2)CC1	-12	10
COc1ccccc1N1CCN(S(=O)(=O)c2ccc(Br)s2)CC1	-22	13
CSc1nc(O)c(C2OC(=O)c3ccccc32)c(=O)[nH]1 (configuration not stated)	-9	12
Cc1cc(C)cc(N(C(=O)c2ccc(Br)o2)C2C=CS(=O)(=O)C2)c1 (configuration not stated)	-28	9

Arranged by number of heavy atoms (lowest first): some entries from above.
structure	OX1R antag-1	OX1R antag-2
COc1ccccc1N1CCN(S(=O)(=O)c2ccc(Br)s2)CC1	-22	13
CCC1=Nc2cc(C(=O)N3CCCCC3)ccc2Sc2ccc(C)cc21	-45	-7
CCOC(=O)C1(CC2CCCCO2)CCN(Cc2c(C)cc(C)cc2-n2cccn2)CC1 (configuration not stated)	-34	11

(cont.)
structure	OX1R antag-1	OX1R antag-2
C=CCSc1nnc(Cc2c(C)[nH]c3ccccc23)o1	-16	7
Cc1oc2cc(O)ccc2c(=O)c1-c1nncn1-c1ccccc1	-3	4
CN(C)c1ccc(/C=N/NC(=O)C2COc3ccccc3O2)o1 (configuration not stated)	3	5
CCC1(CC)NC(=O)N(CC(=O)N2CCN(S(=O)(=O)c3cccc(F)c3)CC2)C1=O	2	-2
COc1ccc(CN(C)C(=O)c2sccc2-c2ccccc2)c(OC)c1	-29	15
O=C(O)C1CC(=O)N(c2ccc(OCc3ccccc3)cc2)C1 (configuration not stated)	-3	5
O=C(CNC(=O)c1ccc(Cl)cc1)NNC(=O)c1ccc(Br)cc1	22	12
Cc1ccc(S(=O)(=O)/N=C(/Nc2ccc(O)c(C(=O)O)c2)c2ccccc2)cc1	-1	1
CCOc1ccccc1NC(=O)CN(C)S(=O)(=O)c1cnc[nH]1	-14	21

Grouped by structure, the compounds so far containing a CF3 group
structure	OX1R antag-1	OX1R antag-2
C=CCOC(=O)C1=C[C@H](c2ccc(C(F)(F)F)cc2)C[C@H](OCCCCO)O1	-28	24
CCc1cccc2c(C(=O)C(F)(F)F)cn(CC(=O)NCC3CCCO3)c12 (configuration not stated)	-14	9
Cc1ccc(-c2csc(NCCn3c(C)nc4cc(C(F)(F)F)ccc43)n2)cc1	-32	1
